From PubChem
MrgX1 PAM: positive allosteric modulators of MrgX1, primary screen, HEK293 cells, Fluo-4 calcium flux | Mas-related G-protein coupled receptor member X1 (Homo sapiens), Q96LB2 | FDSS; stronger effect = higher value | B-score at 10 µM | hit rate 0.63% among 310,000;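 active = plate-corrected calcium response at least 3 library SD above typical, normal starting fluorescence, not activating the receptor alone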;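 note: compound read alongside a low EC10 to EC30 dose of BAM8-22 agonist; peak minus trough fluorescence over baseline measured at the second addition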
TRPC4 potent: positive allosteric modulators of TRPC4, primary screen, cell-based, mouse TRPC4beta, HEK293 mu-opioid, Fluo-4 calcium | hit rate 0.42% among 310,000 | DAMGO EC20, Fluo-4 Ca2+ flux; stronger effect = higher value | Short transient receptor potential channel 4 (Mus musculus), Q9QUQ5 | B-score at 10 µM | AID 2227, 2009;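 active = B-score of calcium response area above 5 SD of library B-scores, with initial fluorescence ratio within 5 SD of library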;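 note: B-score of integrated fluorescence ratio over time as area under calcium response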
Target sequence (Q9QUQ5 whole entry, looked up): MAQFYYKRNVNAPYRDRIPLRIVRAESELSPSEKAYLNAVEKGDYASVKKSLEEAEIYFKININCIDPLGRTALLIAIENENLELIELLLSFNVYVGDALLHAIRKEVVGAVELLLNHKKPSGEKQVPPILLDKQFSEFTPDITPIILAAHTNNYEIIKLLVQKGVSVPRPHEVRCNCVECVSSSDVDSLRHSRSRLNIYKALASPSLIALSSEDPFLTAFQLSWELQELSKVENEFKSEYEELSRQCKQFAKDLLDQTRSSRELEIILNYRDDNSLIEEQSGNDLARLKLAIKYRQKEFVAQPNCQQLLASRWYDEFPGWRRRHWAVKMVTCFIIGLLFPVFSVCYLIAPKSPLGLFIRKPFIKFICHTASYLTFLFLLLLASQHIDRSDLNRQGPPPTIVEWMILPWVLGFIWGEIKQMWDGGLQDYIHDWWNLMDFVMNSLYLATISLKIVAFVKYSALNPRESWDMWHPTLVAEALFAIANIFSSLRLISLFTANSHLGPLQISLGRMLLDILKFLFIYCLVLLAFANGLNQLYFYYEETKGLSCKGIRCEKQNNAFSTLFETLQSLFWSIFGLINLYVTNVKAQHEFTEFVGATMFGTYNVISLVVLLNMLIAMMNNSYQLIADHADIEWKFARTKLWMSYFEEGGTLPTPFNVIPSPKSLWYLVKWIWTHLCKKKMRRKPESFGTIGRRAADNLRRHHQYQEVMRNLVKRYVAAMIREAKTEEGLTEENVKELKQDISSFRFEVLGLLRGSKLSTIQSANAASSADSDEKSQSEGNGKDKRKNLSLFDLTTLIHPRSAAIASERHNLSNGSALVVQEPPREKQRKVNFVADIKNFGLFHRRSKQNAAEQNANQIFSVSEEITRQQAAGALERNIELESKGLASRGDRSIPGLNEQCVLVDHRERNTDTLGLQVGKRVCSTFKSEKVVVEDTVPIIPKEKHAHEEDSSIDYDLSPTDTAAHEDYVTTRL
MrgX1 agonist: agonists of human MrgX1 receptor, primary screen, HEK293 cells, Fluo-4 calcium flux | Mas-related G-protein coupled receptor member X1 (Homo sapiens), Q96LB2 | Fluo-4 calcium fluorescence, agonist mode; stronger effect = higher value | B-score at 10 µM | hit rate 0.44% among 310,000;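 active = calcium response B-score plate-corrected fluorescence ratio at least 3 library SD, with starting fluorescence B-score inside 5 SD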
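times = overnight plating, then 30 min 37 °C plus 30 min room-temperature dye loading | assay system = stable human MrgX1 HEK293 cell line | input = fifteen thousand cells per well | signal = kinetic calcium dye fluorescence, Fluo-4 NW | dosing = compound delivered in addition one of three | read-out = B-scored fluorescence response ratio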
PolyA inhibitor: polyadenylation inhibitors in yeast reporter cells, primary screen, luminescence, S. cerevisiae; calls only at 12 µM; S. cerevisiae SKY197-pL101 polyadenylation reporter, beta-gal luminescence; efflux-impaired pdr1/pdr3 knockout yeast; score 100 = 6 SD above DMSO; hit rate 0.02% among 300,000; AID 1875, 2009;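 active = lowest replicate activity score at least 50, where 100 means six control SD above control mean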;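 note: yeast exposed to compound for 9 h at 30 °C; higher score means more reporter readthrough which indicates perturbed polyadenylation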
TRPC6 inhibitor: mouse TRPC6 channel inhibitors, primary screen, cell-based, HEK293, membrane potential dye. ACh-evoked depolarization; stronger effect = lower value. B-score at 10 µM. hit rate 1.1% among 310,000. AID 2553, 2010;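 active = B-score under library mean minus 3 SD, initial fluorescence not abnormally high, positive integrated signal ratio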;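 note: B-score derived from integrated fluorescence ratio over the kinetic read; more negative B-score means stronger inhibition of depolarization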
TRPC4 act: activators of mouse TRPC4 channel, primary screen, Fluo4 calcium, HEK293 TRPC4beta/mu-opioid cells. AID 2237, 2010. B-score at 10 µM. Fluo4 calcium fluorescence; stronger effect = higher value. Short transient receptor potential channel 4 (Mus musculus), Q9QUQ5. hit rate 0.49% among 310,000;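 active = B-score above 5 SD of library B-scores, and initial fluorescence ratio not above library mean plus 5 SD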;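 note: positive B-score marks a calcium rise read as TRPC4 activation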
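Material: TRPC4beta and mu-opioid receptor HEK293 stable cells | Incubation: 45 min room-temperature Fluo4 loading, 110 s read | Detection: Kinetic Fluo4 calcium fluorescence | Measure: Integrated baseline-normalised fluorescence ratio, converted to per-well B score | Benchmarks: Low control buffer alone, high control maximal DAMGO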
TRPC4 block: inhibitors of mouse TRPC4 channel, primary screen, Fluo4 calcium, HEK293 TRPC4beta/mu-opioid cells; DAMGO-evoked Fluo4 calcium flux; stronger effect = lower value; B-score at 10 µM; AID 2247, 2010; hit rate 0.39% among 300,000;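 active = B-score over 3 SD under the library average, no early fluorescence shift, positive overall ratio signal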
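Material: HEK293 cells with stable TRPC4beta plus mu-opioid receptor expression / Probe or stimulus: DAMGO in two steps, submaximal then maximal / Compound: single concentration per test compound / Technique: kinetic Fluo4 fluorescence imaging of calcium influx / Read-out: per-well B score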
AI-2 QS mod: Vibrio harveyi AI-2 quorum sensing modulators, primary screen, JMH597 strain, luminescence/OD600 ratio. Vibrio harveyi JMH597 AI-2 luminescence/OD600 ratio, 9 h; stronger effect = lower value; strain lacks LuxN and CqsS sensors; 0 = neutral-control median. activity change, % at 7.5 µM. hit rate 0.4% among 300,000. AID 2094, 2009; in the data active = activity change below about -75%, passing the limit was not always enough;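 note: luminescence divided by OD600 gain over 9 h not by final OD600 alone; inactives centre near 13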
MrgX1 antag: antagonists of human MrgX1 receptor, primary screen, HEK293 cells, Fluo-4 calcium flux | hit rate 1.3% among 310,000 | BAM8-22 antagonism; stronger effect = lower value | Mas-related G-protein coupled receptor member X1 (Homo sapiens), Q96LB2 | B-score at 10 µM;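 active = calcium-response B-score plate-corrected more than 3 library SD below zero, starting fluorescence within 5 deviations, no agonist response on first addition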;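 note: peak minus trough fluorescence over baseline after final BAM8-22 challenge near maximal dose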
HIF activator: HIF pathway transcriptional activators, primary screen, cell-based, U2OS HRE-luciferase, luminescence | U2OS HRE-luciferase reporter; normalized: DMSO 0%, desferrioxamine 100% | activation, % at 7.5 µM (by protocol) | hit rate 0.32% among 300,000 | AID 1910, 2009;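 active = mean activation of at least 10% of the iron chelator positive control signal, with at least half of replicates also reaching 10%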
TRPC6 activator: mouse TRPC6 channel activators, primary screen, cell-based, HEK293, membrane potential dye; Short transient receptor potential channel 6 (Mus musculus), Q61143; HEK293-TRPC6 membrane potential dye fluorescence; stronger effect = higher value; B-score at 10 µM; hit rate 0.13% among 310,000; AID 2550, 2010;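 active = B-score of the integrated fluorescence ratio above library mean plus 3 SD, and starting fluorescence ratio within library mean plus 5 SD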;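 note: higher score means more depolarization so channel activation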
* = called active by the depositor; i = inactive; · = no result given. Some of the compounds tested (hit frequency here may not be typical).

mol	MrgX1 PAM	TRPC4 potent	MrgX1 agonist	PolyA inhibitor	TRPC6 inhibitor	TRPC4 act	TRPC4 block	AI-2 QS mod	MrgX1 antag	HIF activator	TRPC6 activator
CSc1ccc(C(c2c(C)[nH][nH]c2=O)c2c(C)[nH][nH]c2=O)cc1	i	i	i	i	i	i	i	35	i	-22	i
CNc1[nH]ncc1[N+](=O)[O-]	i	i	i	i	i	i	i	13	i	1.4	i
Cc1ccc(S(=O)(=O)N2CCN(CCNC(=O)C(=O)Nc3ccc(F)cc3)CC2)cc1	i	i	i	i	i	i	i	19	i	1.1	i
O=C(O)C[C@H]1c2ccc(C(F)(F)F)cc2S(=O)(=O)N1Cc1ccccc1	i	i	i	i	i	i	·	-14	i	0.3	i
COc1ccc(CN(Cc2cc3cccc(C)c3[nH]c2=O)C(=O)N(C)C)cc1	i	i	i	i	i	i	i	5	i	0.3	i
CC(OC(=O)Cn1[nH]c(=O)c2ccccc2c1=O)C(=O)Nc1cccc(Cl)c1 (configuration not stated)	i	i	i	i	i	i	i	-3	i	-61	i
COc1cc(C(=O)OCCCN=C2NS(=O)(=O)c3ccccc32)cc(OC)c1OC	i	i	i	i	i	i	i	19	i	0.3	i
Cc1ccc(S(=O)(=O)Oc2ccc(/C=C3/C(=N)N4C(=NC3=O)SN=C4S(C)(=O)=O)cc2)cc1	17*	i	i	i	i	i	i	32	i	·	i
c1ccc(Nc2c(-c3ccco3)nc3ccccn23)cc1	i	i	i	i	i	i	i	26	i	0.2	i
CC(C)n1c(SCC(=O)Nc2ccccc2N2CCOCC2)nc2c1c(=O)n(C)c(=O)n2C	i	i	i	i	i	i	i	27	i	-0.5	i
C/C(=N/N=C(\C)c1ccccc1O)c1ccccc1O	i	i	i	i	i	i	i	10	i	-5.8	i
COc1ccccc1NC(=O)CSc1nnc(Cn2cnc3ccccc32)o1	i	i	i	i	i	i	i	9	i	0.1	i
Cc1nnc(N2C(=O)C(O)=C(C(=O)c3ccco3)C2c2ccc(C(C)(C)C)cc2)s1 (configuration not stated)	i	i	27*	i	i	i	i	37	i	1.1	i
CCc1nnc(NC(=O)C2CCCN2S(=O)(=O)c2ccc(F)cc2)s1 (configuration not stated)	i	i	i	i	i	i	i	19	i	1.2	i
O=C(c1cc(S(=O)(=O)N2CCCCC2)c(Cl)cc1N1CCOCC1)N1CCOCC1	i	i	i	i	i	i	i	17	i	-0.5	i
CC(C)CC(C(=O)NCC1CCCO1)N(C(=O)Cn1nnc(-c2ccc(F)cc2)n1)c1cccc(C(F)(F)F)c1 (configuration not stated)	i	i	i	i	i	i	i	-3	i	-0.6	i
CC(OC(=O)c1ccc2c(c1)OCCO2)C(=O)NC1CCCCC1C (configuration not stated)	i	i	i	i	i	i	i	11	i	0.3	i
CC(=O)N(C)c1nnc(-c2ccccn2)s1	i	i	i	i	i	i	i	-9	i	1.5	i
Cc1nn(Cc2ccccc2Cl)c(C)c1N	i	i	i	i	i	i	i	14	i	0.0	i
COc1ccc(Sc2nc(-c3ccccc3)ncc2C(=O)O)cc1	i	i	i	·	i	i	-7*	16	i	0.1	i
c1ccc(-n2nnnc2Sc2ncnc3sc4c(c23)CCCC4)cc1	i	i	i	i	i	i	i	14	i	-0.3	i
CN(C)S(=O)(=O)c1cccc(NC(=S)NCCCn2ccnc2)c1	i	i	i	i	i	i	i	13	i	-0.4	i
Cc1cc(N2CCN(C)CC2)nc2ccc(NC(=S)NCCC(C)C)cc12	i	i	i	i	-6.2*	i	i	-11	i	0.4	i
COc1ccc(S(=O)(=O)N(C(C)=O)c2ccc3oc(=O)sc3c2)cc1	i	i	i	i	i	i	i	-3	i	0.2	i
C/C(=N\NC(=O)COc1ccc2ccccc2c1)c1cccs1	i	i	i	i	i	i	i	14	i	-0.2	i
CC(=O)c1c(N(C)C)ccnc1C(F)(F)F	i	i	i	i	i	i	i	19	i	-0.3	i
C[C@@H]1O[C@@H](OC[C@H]2O[C@@H](Oc3c(-c4ccc(O)c(O)c4)oc4cc(O)cc(O)c4c3=O)[C@H](O)[C@@H](O)[C@@H]2O)[C@H](O)[C@H](O)[C@H]1O	i	i	i	i	i	i	i	-8	i	-0.3	i
Nc1nc(-c2ccc([N+](=O)[O-])cc2)cs1	i	i	i	i	i	i	i	-8	i	0.3	i
Cc1ccc(C)c(NC(=O)Cn2cc(C(=O)C3CC3)c3ccccc32)c1	i	i	i	i	i	i	i	6	i	-0.1	i
Cc1cc(C)c2c(n1)sc1c(N3CCN(CCO)CC3)ncnc12	i	i	i	i	i	i	i	·	i	0.0	i
Cc1ccc(NS(=O)(=O)c2cc(Br)cnc2N)cc1C	i	i	i	i	i	i	i	-22	i	0.1	i
COc1ccc2c(c1)CCc1c(C(=O)NCC(C)C)noc1-2	i	i	i	i	i	i	i	18	i	1.5	i
CC(C)(C)C1CCC(=NNC(=S)Nc2cccnc2)CC1 (configuration not stated)	i	i	i	i	i	i	i	-14	i	0.6	i
COc1ccc(F)cc1S(=O)(=O)Nc1ccncc1	i	i	i	i	i	i	i	28	i	-25	i
CCOC(=O)C(Sc1ncc(C#N)c(N)n1)C(C)C (configuration not stated)	i	i	i	i	i	i	i	17	i	0.1	i
CCOc1ccc(NC(=O)C2CC(=O)NC(N3CCc4ccccc43)=N2)cc1 (configuration not stated)	i	i	i	i	i	i	i	4	i	-0.2	i
COC(=O)Nc1nc(-c2cc(Cl)ccc2Cl)cs1	i	i	i	i	i	i	i	1	i	-0.2	i
FC(F)(F)c1ccccc1/C=N/N1CCN(Cc2ccccc2)CC1	i	i	i	i	i	i	i	15	i	2.5	i
C/C(=N\Nc1nccnc1Cl)c1ccc(O)cc1	i	i	i	i	i	i	i	11	i	1.9	i
CN(C)c1ccc(N2CN=C3SCC(=O)N3C2)cc1	i	i	i	i	i	i	i	14	i	0.1	i
Cc1cc([N+](=O)[O-])nn1CCCC(=O)Nc1sc2c(c1C(N)=O)CCC(C)C2 (configuration not stated)	i	i	i	i	i	i	i	24	i	-0.1	i
Cc1cc(-c2nc3ncccc3o2)ccc1NC(=S)NC(=O)C(C)C	i	i	i	i	i	i	i	18	i	0.3	i
CS(=O)(=O)N1CCc2cc(S(=O)(=O)Nc3ccc4oc5c(c4c3)CCCC5)ccc21	i	i	i	i	i	i	i	32	i	-0.4	i
O=C(O)CNC(=O)c1nc(-c2ccccc2)n(-c2ccccc2)n1	i	i	i	i	i	i	i	25	i	2.1	i
O=C(CCc1ccc(S(=O)(=O)N2CCOCC2)cc1)N1CCN(Cc2ccc3c(c2)OCO3)CC1	i	i	i	i	i	i	i	18	i	-0.6	i
Cc1ccnc(NC(=O)c2ccccc2NC(=O)c2ccc(Cl)cc2Cl)c1	i	i	i	i	i	i	i	17	i	0.7	i
N#Cc1ccc(C(=O)Nc2ccc([N+](=O)[O-])cc2)c(F)c1	i	i	i	i	i	i	i	7	i	0.8	i
Cc1ccc(C(c2nnnn2CCc2ccccc2)N2CCC(C)CC2)cc1 (configuration not stated)	i	i	i	i	i	i	i	7	i	-1.4	i
CCCCCCC(=O)N1C/C=C\C(c2ccc(OC)cc2)N(Cc2ccc(F)cc2)C(=O)[C@H]1Cc1ccccc1 (some centres not stated)	i	i	i	i	i	i	i	7	i	0.2	i
CCCCC(=O)Nc1cc(C)c(NC(=O)c2ccco2)cn1	i	i	i	i	i	i	i	9	i	-0.9	i
CCOCC(=O)Nc1nnc(Cc2ccc(OC)cc2)s1	i	i	i	i	i	i	i	4	i	0.4	i
Cc1ccc(NC(=O)CSc2nncn2N)cc1C	i	i	i	i	i	i	i	8	i	0.5	i
CCN1C(=O)N(c2cccc3ccccc23)C(C)=CC1(C)C	i	i	i	·	i	i	i	-3	i	-0.5	i
COc1cccc(OC)c1C(=O)Nc1ccccc1NC(=O)c1c(OC)cccc1OC	i	i	i	i	i	i	i	18	i	0.0	i
O=C(NC1CCCCC1)C1CCN(c2nccs2)CC1	i	i	i	i	i	i	i	·	i	-0.2	i
CC1CC(C)CN(Cc2nc(N)nc(Nc3ccc4ccccc4c3)n2)C1 (configuration not stated)	i	i	i	i	i	i	i	-1	i	1.5	i
C[n+]1cn(Cc2ccc(C#N)cc2)c2ccccc21	i	i	i	i	i	i	i	-7	i	0.7	i
CCOCCCNC(=O)C1CCN(S(=O)(=O)c2ccc3nc4c(c(C(=O)O)c3c2)CCCCC4)CC1	i	i	i	i	i	i	i	6	i	-0.4	i
C1=CCC(CN2CCN(C3CCCCCC3)CC2)CC1 (configuration not stated)	i	i	i	i	i	i	i	12	i	-0.7	i
COc1ccc(C(CNC(=O)CNC(=O)c2ccccc2Cl)N2CCCC2)cc1 (configuration not stated)	i	i	i	i	i	i	i	26	i	0.2	i
CCOC(=O)C(Cc1ccccc1)C(=O)Nc1ccccc1C (configuration not stated)	i	i	i	i	i	i	i	16	i	-0.1	i
